Screening results: PubChem BioAssay, Southern Research Specialized Biocontainment Screening Center
VEEV TC-83 Vero = inhibitors of VEEV TC-83 cytopathic effect, confirmation, Vero cells (AID 588727) | Vero cells, VEEV TC-83 cytopathic effect inhibition; higher % means a stronger effect | one-dose inhibition, % at 20 µM; IC50 in µM for titrated hits | 0.13% of 350,000 active; in the data active = a potency from the dose series; inconclusive = inhibition mostly from about 14% at the one dose, without a potency; inactive = the rest, 99 in 100 with inhibition below about 12%; also: strong numbers were not always called active
tuberculosis growth = growth inhibition of non-replicating M. tuberculosis (AID 488890) | Mycobacterium tuberculosis non-replicating, growth inhibition; higher % means a stronger effect | inhibition, % at 25 µM; hits with a dose series show IC50 in µM | 0.39% of 320,000 active; in the data active = a potency from the dose series; inconclusive = inhibition mostly from about 82% at the one dose, without a potency; inactive = the rest, 99 in 100 with inhibition below about 76%;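 also: plate controls were DMSO cells for no effect and high antibiotic wells for full effect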
H1N1 NS1A inhibition = H1N1 influenza NS1A inhibitors, functional cell based assay (AID 504329); NS1A functional cell-based assay, percent inhibition; higher % means a stronger effect; one-dose inhibition, % at 12.5 µM; IC50 in µM for titrated hits; 0.3% of 340,000 active; in the data active = a potency from the dose series; inconclusive = inhibition above about 27% without an active follow-up result; also: strong numbers were not always called active
M. tuberculosis HTS = M. tuberculosis growth inhibition, HTS (AID 449762); M. tuberculosis H37Rv growth inhibition, 7H9 media; higher % means a stronger effect; one-dose inhibition, % at 25 µM; IC50 in µM for titrated hits; 0.59% of 330,000 active; in the data active = a potency from the dose series; inconclusive = inhibition above about 70% without an active follow-up result;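 also: bacterial growth assessed after seven days of incubation; strong numbers were not always called active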
Salmonella PhoP GFP = Inhibition of PhoP regulon, Salmonella typhi GFP reporter cells, confirmation, 4 h (AID 1850) | Salmonella Typhi PhoP-promoter GFP reporter, fluorescence, 4 h; higher % means a stronger effect | inhibition, % at 50 µM; hits with a dose series show IC50 in µM | 0.33% of 310,000 active; in the data active = a potency from the dose series; inconclusive = inhibition mostly from about 25% at the one dose, without a potency; inactive = the rest, 99 in 100 with inhibition below about 19%;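 also: 0% = induced wells with vehicle and 100% = uninduced wells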
VEEV TC-83 Vero 10K pilot screen = further read-out of VEEV TC-83 Vero, marked with its call; inhibition, %; measured here: 10K pilot screen inhibition
Active calls of the source: *; i = inactive; ? = inconclusive; · = no result given.

SMILES | VEEV TC-83 Vero | tuberculosis growth | H1N1 NS1A inhibition | M. tuberculosis HTS | Salmonella PhoP GFP | others
CC(=O)N1C(C)c2ccccc2C(C)(C)CC12CCCCC2 (centres undefined) | 1.7% | 23.5% | 1.6% | 0.7% | -2.4%
COC(=O)C1=C(C)N(c2ccc(OC)c(OC)c2)C(=O)C1 | i | 11.5% | -3.7% | 1.4% | 8.8%
CCc1sc2nc(SCC(=O)Nc3cc(C)on3)n(-c3cccc(OC)c3)c(=O)c2c1C | 0.5% | -9.0% | -18.3% | -0.1% | -7.9%
Cc1ccc(S(=O)(=O)N2CCn3cccc3C2C)cc1 (centres undefined) | 0.2% | 11.2% | -1.3% | -4.6% | ·
CCOC(=O)C1(Cc2cccc(OC)c2)CCCN(C(=O)c2cc(C)oc2C)C1 (centres undefined) | 1.6% | 9.7% | -2.4% | 5.9% | 0.9%
COc1cc(/C=C/c2onc(C)c2[N+](=O)[O-])cc(OC)c1OC | 0.8% | -17.5% | -2.0% | 5.1% | -6.7%
CC1(C)CN2C(c3ccc(Cl)cc3)N2C1 (centres undefined) | 1.7% | 10.6% | -0.9% | -5.6% | -3.7%
CC(C)CN(CC(C)C)C(=O)CN1C(=O)NC2(CCCc3ccccc32)C1=O (centres undefined) | 1.6% | -4.3% | -2.2% | 5.8% | -1.6%
N#C/C(=N\Nc1cccc(Cl)c1)C(=O)c1ccccc1 | 0.9% | ? | -4.8% | -1.6% | -4.3%
COc1cc2ccccc2cc1C(=O)N1CC(C)CC(C)C1 (centres undefined) | 0.7% | 13.9% | -5.8% | -12.9% | -7.8%
O=C(COC(=O)c1ccccc1O)NCC1COc2ccccc2O1 (centres undefined) | 2.1% | 72.3% | 1.3% | -4.3% | ·
COc1cc(CO)cc(Br)c1OCC(=O)O | i | 11.6% | 3.9% | -3.2% | -4.0%
CC(=O)Nc1ccc(S(=O)(=O)Nc2ccccc2C(=O)N2CCCCCC2)cc1 | 0.9% | 17.6% | -0.1% | -5.2% | -7.0%
Cc1ccnc(NC(=O)C2CCCN(c3ncnc4c3nc3n4CCCCC3)C2)c1 (centres undefined) | 8.3% | 7.5% | 14.9% | 13.0% | -30.9%
CCN(CC)c1ccc(NC(=O)CSc2nc(C)cc(=O)[nH]2)cc1 | 1.0% | -1.0% | 7.2% | -1.3% | 11.6%
O=C(NNC(=O)c1cnccn1)c1ccc(Cl)c(Cl)c1 | 10.8% | 3.23µM* | -6.6% | ? | -3.0%
Clc1ccc(CNCC2CCCO2)cc1 (centres undefined) | 1.2% | -3.0% | -4.0% | -2.7% | -2.6%
CCOC(=O)C1CCCN(c2c(NCCc3ccc(S(N)(=O)=O)cc3)c(=O)c2=O)C1 (centres undefined) | i | · | -1.2% | 6.7% | -3.3%
N#Cc1ccc(Oc2ccc(-c3cnc4ccccc4n3)cc2)cc1C#N | 0.3% | -0.7% | -3.4% | -0.3% | -19.8% | VEEV TC-83 Vero 10K pilot screen=0.9
CN(Cc1ccc(Br)cc1)C(=O)CCN1C(=O)c2cccc([N+](=O)[O-])c2C1=O | 1.0% | 4.9% | 6.2% | 29.1µM* | -11.0%
OC(COc1ccc(CNCc2cccnc2)cc1)CN1CCc2ccccc2C1 (centres undefined) | 0.7% | 1.8% | 5.3% | 5.3% | -6.2% | VEEV TC-83 Vero 10K pilot screen=0.3
Cc1cc(NC(=O)c2ccc(N3C(=O)CCC3=O)cc2)no1 | 4.4% | -8.0% | -3.2% | 0.4% | -6.0%
COc1ccc(CCNC(=S)Nc2ccccc2C)cc1 | 2.4% | ? | -0.3% | -3.1% | 0.1%
CCOC(=O)c1[nH]c2ccccc2c1NC(=O)c1nonc1C | i | 1.9% | 0.0% | -4.2% | -0.5%
C=CCn1c(SCC(=O)Nc2ccc(C(=O)OC(C)C)cc2)nnc1-c1cccs1 | 0.9% | -0.2% | 2.5% | 0.1% | -0.7% | VEEV TC-83 Vero 10K pilot screen=0.1
CCCCCCOc1ccc(N2C(=O)CC(N3CCN(CCN=CC4=C(O)CC(C)(C)CC4=O)CC3)C2=O)cc1 (centres undefined) | 0.3% | ? | 2.1% | -2.9% | 13.3%
CC(C)CCNC(=O)[C@H](CC(C)C)NC(=O)[C@H]1O[C@@H]1C(=O)O | · | -0.8% | · | 0.6% | -3.9%
COc1cc2nc(CN3CC=C(c4ccccc4)CC3)[nH]c(=O)c2cc1OC | 6.0% | 2.8% | -8.9% | 3.2% | 20.9%
COc1cc2c(C)nc3c(cnn3-c3ccccc3)c2cc1OC | 0.8% | 71.2% | 5.1% | ? | 0.8%
CS(=O)(=O)Nc1ccccc1C(=O)NCCSCc1ccccc1 | 1.6% | -13.5% | -7.1% | -8.7% | 7.5%
CC(C)CN1CCN(Cc2cccn2-c2ccc(Cl)cn2)CC1CCO (centres undefined) | 0.7% | 19.6% | 2.0% | 5.2% | 3.4%
Cc1cc(=O)oc2cc(NC(=O)CCCC(=O)O)ccc12 | 1.9% | -16.8% | -8.7% | 0.1% | 3.0%
CS(=O)(=O)N1CCN(c2ccccc2NC(=S)NC(=O)c2cccs2)CC1 | 9.5% | 6.4% | -3.8% | -7.1% | -10.5%
Cc1cc2oc(=O)cc(CN3CCN(S(=O)(=O)c4ccc5c(c4)OCCO5)CC3)c2cc1C | 5.2% | 16.2% | -10.6% | -3.5% | 3.2%
COc1cccc(CCNC(=O)C2CCC(=O)N(Cc3cccc(OC)c3)C2)c1 (centres undefined) | 0.3% | 9.3% | -1.8% | 3.3% | -7.1%
Cc1ccc(Oc2ncccc2NC(=O)CC(CC(=O)O)c2ccccc2)c2c1CCC2 (centres undefined) | 0.1% | -13.4% | 7.0% | -4.8% | 7.9%
C/C(Cl)=C/Cn1c(SCc2ccc(Cl)cc2)nc2c1c(=O)[nH]c(=O)n2C | 0.6% | · | -8.7% | · | ·
Nc1ccc2c(c1)C(=O)N(CCCCCC(=O)O)C2 | 0.8% | 2.7% | 8.9% | 5.6% | 11.0%
CCOC(=O)N1CCN(CC(=O)Nc2cc(C)nn2-c2nc3ccccc3s2)CC1 | 3.1% | 74.8% | -6.4% | 65.1% | 2.2%
Cc1ccc(C)c(N(CC(=O)NC2CCCC2)C(=O)CCC(=O)Nc2nccs2)c1 | i | 9.4% | 9.1% | 8.3% | 2.7%
COc1ccc(CC2(CO)CCN(Cc3ccncc3)CC2)cc1 | 1.0% | 10.4% | -2.7% | 1.8% | 0.3%
CN(C)CCCN=Cc1c(O)n(CCc2ccccc2)c(=O)[nH]c1=O | 4.8% | 24.5% | 9.9% | 2.7% | -5.0%
N[C@@H](Cc1ccc(N(CCCl)CCCl)cc1)C(=O)O | i | 6.2% | 4.8% | -2.6% | -11.1%
CCOC(=O)C1CCN(C(=O)c2ccc3c(=O)n4c(nc3c2)CCCCC4)CC1 | i | · | -2.2% | -9.4% | 0.5%
CCCC(=O)NC(=S)Nc1ccccc1N1CCOCC1 | 1.9% | 16.7% | -6.2% | 4.8% | -0.5%
O=C(CP(=O)(c1ccccc1)c1ccccc1)Nc1nc2ccc(Cl)cc2s1 | 1.4% | 6.3% | -16.8% | -3.0% | -2.1%
CC(C(=O)Nc1ccc(F)c(F)c1F)N(C)CC(=O)Nc1ccccc1Br (centres undefined) | i | 25.7% | 1.7% | -1.1% | 0.2% | VEEV TC-83 Vero 10K pilot screen=0.0
O=S(=O)(Nc1cccc(-c2ccc3nncn3n2)c1)c1ccc(Cl)s1 | 1.1% | 54.2% | -3.0% | ? | -7.9%
CCN1CCN(c2ccc(NC(=O)c3cc(S(=O)(=O)N4CCCC4)ccc3Cl)cc2)CC1 | 1.9% | 6.0% | 3.8% | -1.7% | ·
COc1ccc(/C(O)=C/c2nc3ccc(C(=O)NCCc4cccc(C)c4)cc3[nH]c2=O)cc1OC | 10.4% | 0.5% | -1.6% | 3.0% | -21.1%
Cc1cccc(C)c1NC(=O)C(c1cccc([N+](=O)[O-])c1)N(C)C(=O)c1ccccn1 (centres undefined) | 0.0% | -3.2% | -6.4% | 0.3% | -6.8%
COc1ccc(C(=O)Nc2nc(C)c3cc4c(cc3n2)OCO4)cc1 | i | 15.8% | -9.3% | 11.2% | -3.4%
CC(C)c1c(C(=O)N/N=C/c2cccnc2)nnn1-c1nonc1N | 6.9% | -4.9% | 2.7% | -0.2% | 0.7%
COC(=O)/C(C#N)=C(/Nc1ccc(F)c(Cl)c1)C(F)(F)F | 3.4% | 25.8% | 10.1% | 35.1% | -4.7%
Cc1sc(NC(=O)c2ccc3ncsc3c2)c(C(N)=O)c1C | 11.0% | -17.3% | -5.8% | -6.0% | 3.8%
Cc1occc1C(=O)NNS(=O)(=O)c1ccc(Cl)cc1 | 0.8% | -9.2% | 1.7% | 5.0% | -4.6%
COc1cc(S(=O)(=O)N2CCCCC2)ccc1NC=O | 2.1% | 5.3% | 4.3% | 1.5% | 5.4%
COc1ccc(-c2noc(N3CCC(C(=O)NC(C)c4ccccc4)CC3)n2)cc1 (centres undefined) | 2.4% | 38.7% | -5.1% | -5.7% | -3.2% | VEEV TC-83 Vero 10K pilot screen=0.8
O=C(COC(=O)CNC(=O)C1CCCCC1)NCc1ccccc1 | 0.1% | -13.1% | -4.2% | 8.7% | ·
COC(=O)c1ccccc1NC(=O)Nc1cc(C)cc(C)n1 | 0.7% | · | -0.4% | · | -1.1%

Later entries
SMILES | VEEV TC-83 Vero | tuberculosis growth | H1N1 NS1A inhibition | M. tuberculosis HTS | Salmonella PhoP GFP | others
O=C(/C=C/c1ccco1)Nc1ccccn1 | i | 62.5% | 2.2% | -15.9% | 1.5% | VEEV TC-83 Vero 10K pilot screen=4.1
COc1cc(OC)c(C(=O)Nc2ccc(S(=O)(=O)Nc3ncccn3)cc2)cc1OC | i | 47.8% | 4.0% | 8.0% | -1.8%
Cc1ccc(/C=N/NC(=S)NC2CCS(=O)(=O)C2)cc1 (centres undefined) | i | -6.9% | -3.1% | -2.0% | 2.1%
CCC(C)NC(=O)CN(c1ccc2c(c1)OCO2)S(=O)(=O)c1c(C)n[nH]c1C (centres undefined) | i | -11.4% | 2.5% | -2.3% | 0.9%
O=C(CS(=O)(=O)c1ccccc1)Nc1nnc(-c2cccs2)o1 | 4.7% | 37.8% | -12.6% | 3.7% | 1.4%
COc1ccccc1-n1cnnc1SCC(=O)Nc1nc(C)c(Cl)cc1Cl | 1.6% | 9.6% | 1.5% | -7.6% | -12.7%
CCCCNC(=O)N(O)C1N(/N=C/c2ccccc2O)C(=S)SC1(C)C (centres undefined) | 0.1% | 58.5% | -5.2% | 3.6% | 6.5%
CCCCS(=O)(=O)N1CCCC(C(=O)Oc2ccccc2OC)C1 (centres undefined) | 0.4% | 19.2% | -2.7% | -3.0% | 10.2%
COc1ccc(OC)c2sc(NC(=O)c3ccc(S(=O)(=O)N(C)C)cc3)nc12 | 6.6% | 8.0% | 1.0% | 2.0% | 4.6%
N=C(N)SCc1ccc(O)c([N+](=O)[O-])c1 | 1.5% | 10.9% | 0.4% | 4.2% | -9.9%
COc1ccc(Cl)cc1-n1c(C)cc(C(=O)OCC(=O)N2CC(=O)Nc3ccccc32)c1C | 5.4% | -12.9% | 7.2% | 59.5% | 11.7%
CCN(CC)c1ccc(N2C(=O)/C(=C\c3cccs3)SC2=S)cc1 | 1.0% | -7.8% | 5.0% | -7.6% | 4.4%
COc1ccc(CN2C(=NC(=O)C3CCCO3)SC3CS(=O)(=O)CC32)cc1 (centres undefined) | 0.5% | -11.6% | 1.9% | -8.9% | -4.7%
CC1CCN(C(=O)CCc2nnc3ccc(NCCCN4CCCC4=O)nn23)CC1 | 0.3% | -12.3% | 5.2% | -3.9% | -26.6%

Entries listed so far that have a nitro group on carbon:
SMILES | VEEV TC-83 Vero | tuberculosis growth | H1N1 NS1A inhibition | M. tuberculosis HTS | Salmonella PhoP GFP | others
COc1cc(/C=C/c2onc(C)c2[N+](=O)[O-])cc(OC)c1OC | 0.8% | -17.5% | -2.0% | 5.1% | -6.7%
CN(Cc1ccc(Br)cc1)C(=O)CCN1C(=O)c2cccc([N+](=O)[O-])c2C1=O | 1.0% | 4.9% | 6.2% | 29.1µM* | -11.0%
Cc1cccc(C)c1NC(=O)C(c1cccc([N+](=O)[O-])c1)N(C)C(=O)c1ccccn1 (centres undefined) | 0.0% | -3.2% | -6.4% | 0.3% | -6.8%
N=C(N)SCc1ccc(O)c([N+](=O)[O-])c1 | 1.5% | 10.9% | 0.4% | 4.2% | -9.9%
